Pf growth 96h: inhibits malaria parasite growth, 96 h. P. falciparum luciferase reporter growth, 96 h. Potency, µM (doses to about 28.7 µM), for inactives: top-dose activity change, negative = inhibition, usual class: inhibitors. hit rate 6.9% among 320,000; note: potency is the fitted concentration of half-maximal effect; % is set by controls: 0 for no effect and ±100 for the full control effect
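Delayed-death screen, second-generation endpoint: infected erythrocytes, 2% hematocrit, 0.05% parasitemia final; 96 hours at 37 C, 5% CO2; luciferase detection reagent; luminescence decrease equals reduced growth.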
Shiga toxin inh: blocks Shiga toxin action in Vero cells; Vero cells, Shiga toxin protein synthesis inhibition reporter; inhibition, % at 38.7 µM; hit rate 9.2% among 290,000; in the data active = inhibition mostly above about 28%, no sharp cut-off; inactive = mostly below about 43%; note: 0% is about no effect
LmPK inhibitor: inhibitors of Leishmania mexicana pyruvate kinase; AID 1721; Q27686; Potency, µM (top dose mostly 57.5 µM), for the others: top-dose activity change, negative = inhibition, usual class: inhibitors; purified LmPK, Kinase-Glo ATP luminescence, 1 h; hit rate 0.37% among 290,000; note: potency is the fitted concentration of half-maximal effect; % is set by controls: 0 for no effect and ±100 for the full control effect
Target sequence (Q27686 whole entry, looked up): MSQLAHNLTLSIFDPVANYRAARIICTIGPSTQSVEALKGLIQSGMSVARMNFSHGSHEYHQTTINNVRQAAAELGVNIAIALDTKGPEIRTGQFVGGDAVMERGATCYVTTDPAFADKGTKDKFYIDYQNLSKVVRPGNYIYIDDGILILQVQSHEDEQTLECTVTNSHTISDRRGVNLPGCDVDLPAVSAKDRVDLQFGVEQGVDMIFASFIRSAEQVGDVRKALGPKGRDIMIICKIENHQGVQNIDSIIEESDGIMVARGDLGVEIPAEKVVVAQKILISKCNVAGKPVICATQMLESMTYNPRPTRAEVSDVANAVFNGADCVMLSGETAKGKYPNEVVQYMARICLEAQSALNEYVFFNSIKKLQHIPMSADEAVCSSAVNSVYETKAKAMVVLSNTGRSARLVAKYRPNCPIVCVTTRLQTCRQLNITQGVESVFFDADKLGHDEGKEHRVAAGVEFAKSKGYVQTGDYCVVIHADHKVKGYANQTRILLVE
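Pyruvate kinase activity monitored as ATP production (luciferase luminescence). Conditions: 0.1 nM enzyme, 0.5 mM PEP, 0.1 mM ADP, 1 h, RT; normalized against uninhibited and no-enzyme wells.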
Tb PYK inh: inhibitors of Trypanosoma brucei pyruvate kinase | Potency, µM (series often up to 76.8 µM), inactives show top-dose activity, negative = inhibition, hits mostly inhibitors | hit rate 0.12% among 410,000 | TbPYK enzyme, Kinase-Glo Plus ATP luminescence, 45 min | AID 624173 | Q57TT1; note: potency is the fitted concentration of half-maximal effect; % is set by controls: 0 for no effect and ±100 for the full control effect; nearly all actives have a fitted effect of over 50% in size
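Assay buffer: 50 mM TEA pH 7.2, 100 mM KCl, 10 mM MgCl2, 0.05% BSA, 0.01% Tween-20. Pyruvate kinase from T. brucei plus substrate met compound, then ADP (130 uM final). Luminescence was read post 45 min RT.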
AmpC inh no detg: inhibitors of E. coli AmpC beta-lactamase without detergent. AmpC nitrocefin hydrolysis, absorbance 480 nm, 0.0001% Triton. Potency, µM (highest dose often 57.1 µM), for inactives: at the top dose activity change, negative = inhibition, hits mostly inhibitors. hit rate 0.52% among 330,000. AID 485341;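 note: potency is the fitted concentration of half-maximal effect; plate controls were no compound for no effect and no enzyme for full effect; nearly all actives have a fitted effect of over 20% in size; some results filed as inactive show a strong effect at the top dose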
Target sequence (P00811 whole entry, looked up): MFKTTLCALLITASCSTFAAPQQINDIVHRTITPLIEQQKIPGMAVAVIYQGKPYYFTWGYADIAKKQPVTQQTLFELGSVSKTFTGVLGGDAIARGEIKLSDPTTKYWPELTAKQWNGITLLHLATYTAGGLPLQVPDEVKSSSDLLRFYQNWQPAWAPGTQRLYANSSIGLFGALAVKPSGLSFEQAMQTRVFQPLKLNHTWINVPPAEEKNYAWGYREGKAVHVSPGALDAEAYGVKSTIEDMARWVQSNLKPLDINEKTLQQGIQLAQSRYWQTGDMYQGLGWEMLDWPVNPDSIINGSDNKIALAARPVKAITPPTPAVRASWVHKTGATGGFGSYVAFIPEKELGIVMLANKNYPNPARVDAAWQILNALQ
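20 mM phosphate pH 7.0 + 0.01% (detergent screen) or 0.0001% Triton X-100; 5.3 nM AmpC reagent; cpd preinc 15 min RT; nitrocefin (800 uM stock) to start; A480 q20 s × 4 min; Activity was normalised to no-enzyme and no-compound control wells.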
Cycloheximide cs: counter-screen for Shiga toxin inhibitors: cycloheximide protein synthesis inhibition | max response, % | hit rate 12% among 300,000 | cell reporter, cycloheximide protein synthesis inhibition counterscreen | AID 2314; in the data active = max response mostly above about 13%, no sharp cut-off; inactive = mostly below about 14%; note: read at 38.3 µM for the half of the compounds with a filed dose; 0% is about no effect
Pf growth 48h: P. falciparum growth inhibition at 48 hours (one generation). P. falciparum luciferase growth in erythrocytes, 48 h. Potency, µM (series often up to 28.7 µM), inactives show at the top dose activity change, negative = inhibition, usual class: inhibitors. hit rate 5.9% among 310,000; note: potency is the fitted concentration of half-maximal effect; % is set by controls: 0 for no effect and ±100 for the full control effect
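Firefly luciferase activity from engineered P. falciparum reports growth; inhibitors lower the luminescent signal. Cultures contained 2% hematocrit erythrocytes at 0.1% final parasitemia.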
An asterisk follows results filed as active; [ ] = dose if it differs, or a comment. Unless noted, calls come from the whole dose curve; as a rule, active = well fitted curve in the direction sought with a large enough effect; inconclusive = small, poorly fitted or top-dose-only effect, or another doubt; inactive = no such curve, though single readings can be large; an effect the other way counts as inactive or inconclusive.

How did O=C(NCCCCCNC(=O)c1cccnc1)c1cccnc1 do in these assays?
Pf growth 96h: 18%; Shiga toxin inh: -24; LmPK inhibitor: 4%; Tb PYK inh: 3%; AmpC inh no detg: -11%; Cycloheximide cs: -4; Pf growth 48h: 17%

How did Cc1oc(-c2ccccc2)nc1C(=O)OCC(=O)NCc1ccccc1 do in these assays?
Pf growth 96h: 20%; Tb PYK inh: 0%; AmpC inh no detg: -21%; Pf growth 48h: -1%

Results for COc1cccc(-n2nnc3c(=O)n(CC(=O)N4CCCc5ccccc54)cnc32)c1 ?
Shiga toxin inh: -12; LmPK inhibitor: 1%; Tb PYK inh: -1%; AmpC inh no detg: -10%; Cycloheximide cs: 5; Pf growth 48h: -1%

How did COCCN(CCOC)C(=O)c1cc2sc3ccccc3c2s1 do in these assays?
Pf growth 96h: inconclusive; Shiga toxin inh: 68; LmPK inhibitor: 6%; Tb PYK inh: -8%; AmpC inh no detg: 100%[activator]; Cycloheximide cs: 12; Pf growth 48h: inconclusive

How did COc1cccc(-n2nnc3c(=O)n(CC(=O)Nc4cc(C)on4)cnc32)c1 do in these assays?
Pf growth 96h: 56%[1.15 µM]; Shiga toxin inh: 30; LmPK inhibitor: 1%; Tb PYK inh: -3%; AmpC inh no detg: -14%; Cycloheximide cs: -3; Pf growth 48h: 36%[1.15 µM]

How did O=C(c1ccc2c(c1)OCO2)n1nnc2ccccc21 do in these assays?
Pf growth 96h: 48%; Shiga toxin inh: 13; LmPK inhibitor: 8%; AmpC inh no detg: -12%; Cycloheximide cs: 0; Pf growth 48h: 68%[activator]

Results for S=C(NCCc1ccccc1)NCCc1cnc[nH]1 ?
Pf growth 96h: inconclusive; LmPK inhibitor: -5%; Tb PYK inh: -7%; AmpC inh no detg: -9%; Cycloheximide cs: 16*; Pf growth 48h: 25%

Results for C=CCOc1ccccc1CN1CCC(Oc2ccc(C(=O)N3CCCC3)cc2)CC1 ?
Pf growth 96h: 2%; Shiga toxin inh: -16; LmPK inhibitor: 1%; Tb PYK inh: 6%; AmpC inh no detg: 54%; Cycloheximide cs: 0; Pf growth 48h: inconclusive

How did C=CCn1c(SCC(=O)NCCO)nc2sc(C)c(C)c2c1=O do in these assays?
Pf growth 96h: 7%; Shiga toxin inh: -9; LmPK inhibitor: -1%; Tb PYK inh: 0%; AmpC inh no detg: -4%; Cycloheximide cs: -2; Pf growth 48h: -49%

How did CCOc1ccccc1NC(=S)NCc1ccccc1 do in these assays?
Pf growth 96h: 3%; Shiga toxin inh: -4; LmPK inhibitor: -11%; Tb PYK inh: -6%; AmpC inh no detg: -18%; Cycloheximide cs: -1; Pf growth 48h: inconclusive

What do the screens show for `O=C(NC(=O)c1ccc(Cl)cc1)Nc1ccc(-c2cnco2)cc1`?
Pf growth 96h: 0%; Shiga toxin inh: -9; LmPK inhibitor: 1%; AmpC inh no detg: -4%; Cycloheximide cs: -1; Pf growth 48h: 10%

Results for O=C1C(=O)N(CCCN2CCOCC2)C(c2ccc(F)cc2)/C1=C(/O)c1ccccc1 (centres undefined) ?
Pf growth 96h: inconclusive; Shiga toxin inh: 7; LmPK inhibitor: 0%; Tb PYK inh: 4%; AmpC inh no detg: -10%; Cycloheximide cs: 1; Pf growth 48h: 2%

How did O=C(NCc1cccnc1)NC(=O)c1ccc(Cl)cc1 do in these assays?
Pf growth 96h: -5%; Shiga toxin inh: 1; LmPK inhibitor: -8%; Tb PYK inh: 6%; AmpC inh no detg: -16%; Cycloheximide cs: -1; Pf growth 48h: 3%

What do the screens show for `O=C(COC(=O)c1cccc(S(=O)(=O)N2CCOCC2)c1)Nc1ncc(C(F)(F)F)cc1Cl`?
Pf growth 96h: -13%; Shiga toxin inh: -19; LmPK inhibitor: -3%; Tb PYK inh: 3%; AmpC inh no detg: 10%; Cycloheximide cs: -8

What do the screens show for `NNC(=O)c1cncn1-c1ccc(F)cc1`?
Pf growth 96h: 21%; Shiga toxin inh: -7; LmPK inhibitor: 4%; Tb PYK inh: 4%; AmpC inh no detg: -9%[11.4 µM]; Cycloheximide cs: -1; Pf growth 48h: -6%

What do the screens show for `CC1=C(c2ccccc2)[N+](=O)C2(CCCCC2)N1[O-]`?
Pf growth 96h: inconclusive; Shiga toxin inh: 4; LmPK inhibitor: 6%; Tb PYK inh: -1%; AmpC inh no detg: -2%; Cycloheximide cs: 11; Pf growth 48h: 11%

How did O=C(NCCCN1CCCCCC1)c1ccc2c(c1)NC(=O)C(N1CCOCC1)S2 (centres undefined) do in these assays?
Pf growth 96h: -22%; Shiga toxin inh: -9; LmPK inhibitor: 3%; Tb PYK inh: -7%; AmpC inh no detg: 136%[activator]; Cycloheximide cs: -3; Pf growth 48h: inconclusive

How did S=c1[nH]c(-c2ccc(Cl)cc2)cs1 do in these assays?
Pf growth 96h: -4%; Shiga toxin inh: 3; LmPK inhibitor: -7%; Tb PYK inh: inconclusive; AmpC inh no detg: -52%; Cycloheximide cs: 0; Pf growth 48h: 34%[activator]

How did CCOc1cc2c(cc1OCC)C(c1ccccc1OC)OC(=O)C2 (centres undefined) do in these assays?
Pf growth 96h: 33%[activator]; Shiga toxin inh: -2; LmPK inhibitor: 2%; Tb PYK inh: -6%; AmpC inh no detg: 4%; Cycloheximide cs: -1; Pf growth 48h: 8%

How did O=C(NCCCn1ccnc1)C(Cl)(Cl)Cl do in these assays?
Pf growth 96h: 81%[activator]; Shiga toxin inh: -4; LmPK inhibitor: -4%; Tb PYK inh: 2%; AmpC inh no detg: -27%; Cycloheximide cs: -5; Pf growth 48h: -2%

Reprinted from the part before: four compounds, followed by the next part.
How did O=C(NCCCN1CCCCCC1)c1ccc2c(c1)NC(=O)C(N1CCOCC1)S2 (centres undefined) do in these assays?
Pf growth 96h: -22%; Shiga toxin inh: -9; LmPK inhibitor: 3%; Tb PYK inh: -7%; AmpC inh no detg: 136%[activator]; Cycloheximide cs: -3; Pf growth 48h: inconclusive

How did S=c1[nH]c(-c2ccc(Cl)cc2)cs1 do in these assays?
Pf growth 96h: -4%; Shiga toxin inh: 3; LmPK inhibitor: -7%; Tb PYK inh: inconclusive; AmpC inh no detg: -52%; Cycloheximide cs: 0; Pf growth 48h: 34%[activator]

How did CCOc1cc2c(cc1OCC)C(c1ccccc1OC)OC(=O)C2 (centres undefined) do in these assays?
Pf growth 96h: 33%[activator]; Shiga toxin inh: -2; LmPK inhibitor: 2%; Tb PYK inh: -6%; AmpC inh no detg: 4%; Cycloheximide cs: -1; Pf growth 48h: 8%

How did O=C(NCCCn1ccnc1)C(Cl)(Cl)Cl do in these assays?
Pf growth 96h: 81%[activator]; Shiga toxin inh: -4; LmPK inhibitor: -4%; Tb PYK inh: 2%; AmpC inh no detg: -27%; Cycloheximide cs: -5; Pf growth 48h: -2%

Results for CCOC(=O)C1=C(C)OC(N)=C(C#N)C1c1cccc(C)c1 (centres undefined) ?
Pf growth 96h: inconclusive; Shiga toxin inh: 24; LmPK inhibitor: 3%; Tb PYK inh: 0%; AmpC inh no detg: -2%; Cycloheximide cs: 18; Pf growth 48h: 0%

Results for CN(C(=O)c1cccc(S(=O)(=O)N2CCOCC2)c1)c1c(N)n(Cc2ccccc2)c(=O)[nH]c1=O ?
Pf growth 96h: -2%; Tb PYK inh: -1%; AmpC inh no detg: 51%; Pf growth 48h: -7%

What do the screens show for `CC1=C(C#N)C(=O)NC(C)(C)C1`?
Pf growth 96h: inconclusive; Shiga toxin inh: -6; LmPK inhibitor: -7%; Tb PYK inh: -2%; AmpC inh no detg: -2%; Cycloheximide cs: -3; Pf growth 48h: 1%

Results for COc1ccc(C(=O)C2CCCN(Cc3ccc(Sc4nncn4C)o3)C2)cc1F (centres undefined) ?
Pf growth 96h: 3%; Shiga toxin inh: 22; LmPK inhibitor: -8%; Tb PYK inh: -3%; AmpC inh no detg: 69%[activator]; Cycloheximide cs: -3; Pf growth 48h: -13%

What do the screens show for `COc1ccc(-c2cc(C(=O)NCc3ccco3)no2)cc1OC`?
Shiga toxin inh: 16; LmPK inhibitor: 3%; Tb PYK inh: 2%; AmpC inh no detg: -3%; Cycloheximide cs: 8; Pf growth 48h: 28%

What do the screens show for `COc1cccc(C(N)CC(=O)O)c1` (centres undefined)?
Pf growth 96h: 8.3µM*; Shiga toxin inh: -4; LmPK inhibitor: 1%; AmpC inh no detg: -16%; Cycloheximide cs: -2; Pf growth 48h: 15%

What do the screens show for `Cc1ccc(S(=O)(=O)NC(CC(=O)O)c2cccs2)cc1` (centres undefined)?
Pf growth 96h: 3%; Shiga toxin inh: 14; LmPK inhibitor: 2%; Tb PYK inh: -4%; AmpC inh no detg: -17%; Cycloheximide cs: -10; Pf growth 48h: 22%

How did COc1ccccc1NC(=O)CC1C(=O)NCCN1C(=O)Nc1ccccc1 (centres undefined) do in these assays?
Shiga toxin inh: -12; LmPK inhibitor: 10%; Tb PYK inh: 2%; AmpC inh no detg: -1%; Cycloheximide cs: -5; Pf growth 48h: 11%

How did CCCOc1ccc(OCCn2nc(C(=O)O)c3ccccc3c2=O)cc1 do in these assays?
Pf growth 96h: -18%; Shiga toxin inh: 17; LmPK inhibitor: 4%; Tb PYK inh: -2%; AmpC inh no detg: -3%; Cycloheximide cs: -2; Pf growth 48h: -11%

What do the screens show for `Cc1cc(S(=O)(=O)N2CCCOC2CNC(=O)C(=O)NCCc2ccco2)ccc1F` (centres undefined)?
Pf growth 96h: 8.3µM*; Shiga toxin inh: -5; LmPK inhibitor: -3%; Tb PYK inh: -5%; AmpC inh no detg: 30%; Cycloheximide cs: 6; Pf growth 48h: -12%

What do the screens show for `Cc1ccc(/C=C/C(=O)Nc2ccc(N(C)C)cc2)o1`?
Pf growth 96h: 29%; Shiga toxin inh: 85*; LmPK inhibitor: -9%; Tb PYK inh: -22%; AmpC inh no detg: -29%; Cycloheximide cs: 38*; Pf growth 48h: 12%

How did Fc1ccc(NC(=S)N2N=CCC2c2ccccc2)cc1 (centres undefined) do in these assays?
Pf growth 96h: 47%[activator]; Shiga toxin inh: 61*; LmPK inhibitor: 2%; AmpC inh no detg: 12%; Cycloheximide cs: 80*

How did CCn1c(-c2cc(C3CC3)nc3ccccc23)n[nH]c1=S do in these assays?
Pf growth 96h: inconclusive; Shiga toxin inh: -2; LmPK inhibitor: -8%; Tb PYK inh: inconclusive; AmpC inh no detg: -48%; Cycloheximide cs: -3; Pf growth 48h: inconclusive

Three compounds already listed, ordered by molecular weight, smallest number first.
What do the screens show for `CC1=C(C#N)C(=O)NC(C)(C)C1`?
Pf growth 96h: inconclusive; Shiga toxin inh: -6; LmPK inhibitor: -7%; Tb PYK inh: -2%; AmpC inh no detg: -2%; Cycloheximide cs: -3; Pf growth 48h: 1%

What do the screens show for `COc1cccc(C(N)CC(=O)O)c1` (centres undefined)?
Pf growth 96h: 8.3µM*; Shiga toxin inh: -4; LmPK inhibitor: 1%; AmpC inh no detg: -16%; Cycloheximide cs: -2; Pf growth 48h: 15%

Results for COc1ccc(C(=O)C2CCCN(Cc3ccc(Sc4nncn4C)o3)C2)cc1F (centres undefined) ?
Pf growth 96h: 3%; Shiga toxin inh: 22; LmPK inhibitor: -8%; Tb PYK inh: -3%; AmpC inh no detg: 69%[activator]; Cycloheximide cs: -3; Pf growth 48h: -13%

Compound activity: PubChem, National Center for Advancing Translational Sciences (NCATS)

Rows were taken by chance; overall some 22% were active at least once.
